Calb biofilm kill: kills Candida albicans biofilms; C. albicans biofilm + clotrimazole, Alamar Blue; inhibition, % at 6 µM; actives 0.14% (n = 85,000); AID 834;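 active = inhibition above 20%; inactive = inhibition below 20%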;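 note: preformed 24 hr biofilms exposed to compound for 48 hr; 0% = biofilm without compound and 100% = blank killed by clotrimazole plus chlorhexidine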
LYP inh 2: LYP (human) phosphatase inhibition | actives 0.21% (n = 96,000) | inhibition, % at 2 µM | recombinant LYP catalytic domain, DiFMUP fluorescence;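 active = inhibition at 2 µM at or above a set limit, the screen mean plus 3 SD, cut at about 24% in these data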;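 note: 0% = DMSO with enzyme and 100% = enzyme fully blocked by orthovanadate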
PLK1 kinase inh: blocks human PLK1 kinase activity; P53350; recombinant PLK1 kinase, TR-FRET peptide phosphorylation; inhibition, % at 10 µM; actives 0.53% (n = 97,000);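 active = inhibition of 50% or more in the single-concentration screen; inactive = inhibition below 50%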;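 note: 0% = DMSO max control and 100% = H-89 dihydrochloride min control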
CYP2C9 inh: inhibitors of human CYP2C9. actives 20% (n = 96,000). CYP2C9 Supersomes, luciferin-H conversion, luminescence. inhibition, % at 5 µM;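 active = blocking of liver enzyme CYP2C9 beyond about 50% at 5 µM, limit read from the data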; note: values of inactives mirror those of a sister screen read the other way
Rev-RRE block: HIV Rev-RRE protein-RNA interaction inhibition | actives 0.79% (n = 97,000) | Rev peptide-RRE RNA binding, FRET | inhibition, % at 8 µM | P05866;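 active = inhibition above the screen-wide mean plus 3 SD, cut at about 35% in these data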;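 note: 0% = median DMSO wells and 100% = median Neomycin B control wells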
Target sequence (P05866 whole entry, looked up): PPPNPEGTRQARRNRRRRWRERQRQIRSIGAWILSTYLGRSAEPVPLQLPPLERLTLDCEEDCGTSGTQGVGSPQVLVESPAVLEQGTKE
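Assay system: labelled RRE RNA duplex and labelled Rev peptide / Medium: HEPES pH 7.5 salt buffer with EDTA / Reagent: labelled Rev peptide / Schedule: 5 + 15 min at 25 °C / Signal: FRET, excitation 480 nm, emission 540 nm donor and 671 nm acceptor / Benchmarks: DMSO and neomycin B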
PTPN22 act: LYP (human) phosphatase activation. AID 697. activation, % at 2 µM. actives 0.11% (n = 96,000). recombinant LYP, DiFMUP fluorescence; 0 = plate median, 100 = signal doubled;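 active = activation at 2 µM above a set limit, the mean plus 5 SD, cut at about 37% in these data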
EphB4 antag: EphB4-ephrin-B2 interaction antagonism. actives 0.15% (n = 97,000). EphB4 LBD / TNYL-RAW-Alexa532 peptide, fluorescence polarization. inhibition, % at 7 µM;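 active = inhibition above the screen-wide mean inhibition plus 3 SD, cut at about 15% in these data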;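 note: 0% = DMSO wells and 100% = excess unlabeled TNYL-RAW peptide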
Target sequence (P54760 whole entry, looked up, the tested form may be a part): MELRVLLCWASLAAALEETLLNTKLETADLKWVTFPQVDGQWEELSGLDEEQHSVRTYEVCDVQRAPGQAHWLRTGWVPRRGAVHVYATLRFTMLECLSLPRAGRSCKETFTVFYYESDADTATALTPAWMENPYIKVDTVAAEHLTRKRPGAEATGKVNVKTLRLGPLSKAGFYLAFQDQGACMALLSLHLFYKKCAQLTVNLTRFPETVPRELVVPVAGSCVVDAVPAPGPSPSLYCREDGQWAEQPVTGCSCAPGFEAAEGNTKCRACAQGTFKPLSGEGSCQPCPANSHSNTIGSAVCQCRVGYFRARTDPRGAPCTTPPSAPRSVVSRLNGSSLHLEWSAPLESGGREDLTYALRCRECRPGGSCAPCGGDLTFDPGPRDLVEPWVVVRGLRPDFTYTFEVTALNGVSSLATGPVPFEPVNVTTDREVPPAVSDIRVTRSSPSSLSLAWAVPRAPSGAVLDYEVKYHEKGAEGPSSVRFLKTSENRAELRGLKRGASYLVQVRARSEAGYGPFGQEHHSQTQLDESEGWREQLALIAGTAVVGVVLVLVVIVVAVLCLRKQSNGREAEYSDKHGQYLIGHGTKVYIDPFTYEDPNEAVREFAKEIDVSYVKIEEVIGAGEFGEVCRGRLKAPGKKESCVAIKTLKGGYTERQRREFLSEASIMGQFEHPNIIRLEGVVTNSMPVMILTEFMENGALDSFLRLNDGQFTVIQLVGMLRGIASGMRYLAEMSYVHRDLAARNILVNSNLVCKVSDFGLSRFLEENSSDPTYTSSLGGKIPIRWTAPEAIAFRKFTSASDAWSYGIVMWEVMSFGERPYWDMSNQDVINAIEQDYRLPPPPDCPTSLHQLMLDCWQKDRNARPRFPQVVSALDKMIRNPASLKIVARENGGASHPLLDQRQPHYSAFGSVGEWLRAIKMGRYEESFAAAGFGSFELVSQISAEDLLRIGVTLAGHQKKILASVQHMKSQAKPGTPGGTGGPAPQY
CYP2C9 act: increases human cytochrome P450 2C9 activity; actives 1.4% (n = 96,000); recombinant CYP2C9, luciferin-H conversion, luminescence; active compounds read high; factor 1 = untreated enzyme, 0 = blocked; activation factor at 5 µM;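 active = activation factor of 2 or more for CYP2C9 at a 5 µM dose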;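 note: 0 = sulfaphenazole-blocked wells and 1 = vehicle-only wells; values of inactives mirror those of a sister screen read the other way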
Plk1 PBD FP: Plk1 (human) PBD binding inhibition; inhibition, %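 (tested at about 20 µM)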; P53350; Plk1 PBD phosphopeptide binding, fluorescence polarization; actives 0.13% (n = 97,000); in the data active = inhibition above about 34%, passing the limit was not always enough
The depositor's hits bear a star; nt = not tested or not shown.

Letters – A = Calb biofilm kill; B = LYP inh 2; C = PLK1 kinase inh; D = CYP2C9 inh; E = Rev-RRE block; F = PTPN22 act; G = EphB4 antag; H = CYP2C9 act; I = Plk1 PBD FP
COc1ccc(OC)c(S(=O)(=O)N2CCN(c3ccccn3)CC2)c1
  A = -2; B = 8; C = -5; D = 77*; E = 10; F = -4; G = 6; H = 0.2; I = 1
NC(=O)C1CCN(S(=O)(=O)c2cccc(C(=O)O)c2)CC1
  A = nt; B = 8; C = -11; D = 1; E = 5; F = -7; G = -2; H = 1; I = -7
CCCCN(CCCC)CCCNC(=O)C12CN(Cc3ccccc3)CC1C(c1cccc([N+](=O)[O-])c1)=NO2 (stereo not drawn)
  A = nt; B = -6; C = -5; D = 43; E = 5; F = 4; G = 9; H = 0.6; I = 1
O=S1(=O)CCN2C=C(Br)C=C(Br)C2=N1
  A = 5; B = 9; C = -5; D = -2; E = 6; F = -11; G = -1; H = 1; I = -11
CCC(=O)Nc1cc2nn(-c3ccccc3)nc2cc1Cl
  A = nt; B = -5; C = -16; D = -2; E = 10; F = 2; G = 4; H = 1; I = -3
CCOC(=O)N1CCN(C(=O)c2ccc3c(=O)n(CCc4ccccc4)c(=O)[nH]c3c2)CC1
  A = 2; B = 1; C = -10; D = 17; E = 8; F = 3; G = 5; H = 0.8; I = 5
N#Cc1nc(COc2ccc(F)cc2)oc1N1CCC(Cc2ccccc2)CC1
  A = 1; B = 13; C = -10; D = 70*; E = 12; F = -13; G = 4; H = 0.3; I = -20
COC(=O)c1cc2c(s1)-c1ccccc1OC2
  A = 1; B = 2; C = -12; D = 6; E = nt; F = -3; G = nt; H = 0.9; I = 3
CCOc1cc(C2C(C(=O)N3CCOCC3)=C(C)NC3=C2C(=O)CCC3)ccc1O (stereo not drawn)
  A = 2; B = 3; C = -10; D = 39; E = 12; F = -1; G = 2; H = 0.6; I = -20
OCCSc1c(F)c(SCCO)c(SCCO)c(F)c1SCCO
  A = 5; B = -11; C = -9; D = 70*; E = 6; F = 10; G = 2; H = 0.3; I = -6
O=c1[nH]c2cccnc2n1Cc1ccccc1
  A = 1; B = 0; C = -11; D = 94*; E = 14; F = 3; G = 11; H = 0.1; I = -6
O=C(CCC1CCCCC1)Nc1ncn[nH]1
  A = -1; B = 9; C = -5; D = -8; E = 9; F = -13; G = -1; H = 1.1; I = 0
CCOC(=O)Cc1c(C)nc2c(-c3ccccc3)c(C)nn2c1C
  A = 3; B = -8; C = -14; D = nt; E = 9; F = 6; G = -2; H = nt; I = -15
COc1ccc(CCNC(=O)C2CCCCC2C(=O)O)cc1OC (stereo not drawn)
  A = nt; B = -16; C = -3; D = -2; E = 9; F = 13; G = 2; H = 1; I = -15
COc1cccc(C(=O)Nc2c(C)n[nH]c2C)c1
  A = 6; B = -5; C = -15; D = 6; E = 1; F = 5; G = -3; H = 0.9; I = -10
CCOC(=O)c1cc(-c2ccccc2)sc1NC(=O)CC(C)C
  A = nt; B = -8; C = -12; D = 8; E = 14; F = 7; G = -7; H = 0.9; I = -24
Cc1c(S(=O)(=O)N2CCN(C(=O)c3ccco3)CC2)c(=O)n(C)c(=O)n1C
  A = 14; B = 4; C = -12; D = 3; E = 6; F = -5; G = 1; H = 1; I = 38
Clc1ccccc1-c1nnc2sc(-c3ccc4c(c3)OCO4)nn12
  A = 9; B = 15; C = 17; D = 44; E = 9; F = -12; G = 3; H = 0.6; I = 10
COc1ccc(Cn2c(C)cc3c(c2=O)C(c2cccs2)C(C#N)=C(N)O3)cc1OC (stereo not drawn)
  A = 0; B = 2; C = -10; D = 19; E = 9; F = -1; G = 6; H = 0.8; I = 10
CC1=C(C(N)=O)C(c2ccc3c(c2)OCO3)n2nc(-c3cccc(C)c3)nc2N1 (stereo not drawn)
  A = 2; B = -4; C = -4; D = nt; E = -1; F = 6; G = -3; H = nt; I = 24
Cc1oc(-c2cccs2)nc1CS(=O)CC(=O)NCCc1ccccc1 (stereo not drawn)
  A = 12; B = 2; C = 2; D = 2; E = 7; F = -5; G = 3; H = 1; I = -6
O=C(NC1CCCC1)C1CC1c1ccccc1 (stereo not drawn)
  A = nt; B = 0; C = -7; D = 63*; E = 7; F = -3; G = 3; H = 0.4; I = -22
CC1(C)Cc2nc3sc4c(=O)[nH]cnc4c3cc2CS1
  A = 9; B = 3; C = 9; D = 4; E = 6; F = -4; G = 2; H = 1; I = -28
N#Cc1c(NCCN)nc(-c2ccco2)c2c1CCCC2
  A = 3; B = 6; C = 22; D = 24; E = 2; F = -4; G = -5; H = 0.8; I = -20
COCCNC(=O)C1(C)Oc2ccccc2NC1=O (stereo not drawn)
  A = 6; B = 5; C = -13; D = 11; E = 9; F = -4; G = 1; H = 0.9; I = 16
COCC(=O)N1CCCN(c2nc3c(C)cccc3cc2C#N)CC1
  A = 7; B = 2; C = -6; D = 5; E = 17; F = 0; G = 6; H = 1; I = -17
COc1cc(S(=O)(=O)N2CCCCCC2)c(OC)cc1Br
  A = 5; B = 2; C = -4; D = 75*; E = 3; F = -5; G = 1; H = 0.3; I = -14
COc1ccccc1CNS(=O)(=O)c1cccc(S(=O)(=O)N2CCOCC2)c1
  A = nt; B = 1; C = 5; D = -19; E = 7; F = -3; G = 3; H = 1.2; I = -16
Cc1ccc(-c2nc(C3CCCN(S(=O)(=O)c4ccc(C)cc4)C3)no2)cc1 (stereo not drawn)
  A = 5; B = nt; C = 67*; D = 57*; E = 7; F = nt; G = -8; H = 0.4; I = -28
COC(=O)CSc1nc2nc(C)cc(C)n2n1
  A = 14; B = -4; C = -9; D = -44; E = 6; F = 2; G = -1; H = 1.4; I = -8
CCCC[n+]1ccn(C2=C([O-])c3ccccc3C(=O)/C2=N\S(=O)(=O)c2ccccc2)c1
  A = 0; B = -3; C = -11; D = 27; E = 2; F = 4; G = 7; H = 0.7; I = 14
CCC(=O)Nc1c2c(nn1-c1ccccc1C)CSC2
  A = 5; B = 2; C = -11; D = nt; E = 2; F = 2; G = 0; H = nt; I = 18
CCOC(=O)C1CCCN(c2c(Nc3cccc(C)c3)c(=O)c2=O)C1 (stereo not drawn)
  A = 17; B = nt; C = 61*; D = 52*; E = -1; F = nt; G = 0; H = 0.5; I = -5
Cc1cc(N=CC2=C(O)CCCC2=O)no1
  A = 5; B = -3; C = -17; D = -3; E = 3; F = 1; G = -2; H = 1; I = -7
O=C(Nc1ccccc1N1CCN(C(=O)c2ccc(Cl)cc2)CC1)c1ccc(Br)cc1
  A = -1; B = -3; C = -8; D = 82*; E = 7; F = 3; G = 2; H = 0.2; I = 6
CCCN=C(Nc1ccc(Cl)cc1)c1cccnc1
  A = nt; B = 5; C = 1; D = 13; E = 5; F = -4; G = 4; H = 0.9; I = -12
O=C(c1cc(-c2ccco2)nn1-c1cccc(Cl)c1)N1CCCCC1
  A = -1; B = 0; C = -5; D = 87*; E = 9; F = -4; G = -5; H = 0.1; I = 4
C/C(CCc1oc2ccccc2c1-c1ccc(C)o1)=N/O
  A = -1; B = -5; C = -17; D = -7; E = 4; F = 1; G = 2; H = 1.1; I = -26
Cc1ccc(CNC(=O)CS(=O)Cc2nc(-c3cccs3)oc2C)cc1 (stereo not drawn)
  A = 7; B = 5; C = -27; D = -22; E = 3; F = -8; G = 7; H = 1.2; I = -5
O=C1CCCCCN1CP(=O)(O)CCc1ccccc1
  A = 3; B = -2; C = -10; D = -6; E = 1; F = 3; G = -3; H = 1.1; I = -29
CCc1ccc(NC(=O)N(Cc2ccco2)C(C)c2cccs2)cc1 (stereo not drawn)
  A = 6; B = 3; C = -15; D = 42; E = 13; F = -1; G = -2; H = 0.6; I = 21
Fc1ccccc1CSc1ncnc2c1oc1ccccc12
  A = 9; B = 4; C = -2; D = -12; E = 4; F = -6; G = 1; H = 1.1; I = -16
COc1ccc(NC(=O)CNS(=O)(=O)c2ccc3nc(C)sc3c2)c(OC)c1
  A = 9; B = 2; C = -13; D = 51*; E = 1; F = -2; G = -2; H = 0.5; I = -4
COc1cc(C(=O)NC(=S)Nc2ccc(Cl)c(C(=O)O)c2)cc(OC)c1OC
  A = nt; B = 2; C = -12; D = 3; E = 4; F = 3; G = 8; H = 1; I = -18
CCCS(=O)(=O)c1c(S(=O)(=O)CCC)c2ccccn2c1C(=O)OC
  A = 3; B = 7; C = -5; D = 52*; E = 9; F = -10; G = 2; H = 0.5; I = 1
Cc1cc2cc(CNC(=O)c3ccc(S(=O)(=O)N(C)C)cc3)ccc2n1C
  A = 12; B = -7; C = -21; D = 24; E = 9; F = 4; G = 9; H = 0.8; I = -2
O=C(Oc1ccc(N2C(=O)CCC2=O)cc1)c1ccccc1
  A = 7; B = 6; C = -12; D = nt; E = 2; F = -7; G = 3; H = nt; I = 0
COC(=O)C(Cc1c[nH]c2ccccc12)NC(=O)CNC(C)=O (stereo not drawn)
  A = nt; B = 4; C = -12; D = -3; E = 4; F = -5; G = -2; H = 1; I = -32
COc1ccc(/C=C2\N=C(c3c(-c4ccccc4)noc3C)OC2=O)cc1OC
  A = nt; B = 7; C = -6; D = -20; E = 8; F = -5; G = 1; H = 1.2; I = -9
COc1ccc(/C=C(/NC(=O)c2ccccc2)C(=O)N/N=C/c2ccc3c(c2)OCO3)cc1OC
  A = nt; B = 5; C = -6; D = 7; E = 5; F = -3; G = 7; H = 0.9; I = -15

Record cards, as listed above. Order of values: Calb biofilm kill	LYP inh 2	PLK1 kinase inh	CYP2C9 inh	Rev-RRE block	PTPN22 act	EphB4 antag	CYP2C9 act	Plk1 PBD FP
COc1ccc(/C=C(/NC(=O)c2ccccc2)C(=O)N/N=C/c2ccc3c(c2)OCO3)cc1OC reads nt	5	-6	7	5	-3	7	0.9	-15
COc1cc(C(=O)NC(=S)Nc2ccc(Cl)c(C(=O)O)c2)cc(OC)c1OC reads nt	2	-12	3	4	3	8	1	-18
CCc1ccc(NC(=O)N(Cc2ccco2)C(C)c2cccs2)cc1 (stereo not drawn) reads 6	3	-15	42	13	-1	-2	0.6	21
COCC(=O)N1CCCN(c2nc3c(C)cccc3cc2C#N)CC1 reads 7	2	-6	5	17	0	6	1	-17

(more compounds)
Letters – A = Calb biofilm kill; B = LYP inh 2; C = PLK1 kinase inh; D = CYP2C9 inh; E = Rev-RRE block; F = PTPN22 act; G = EphB4 antag; H = CYP2C9 act; I = Plk1 PBD FP
COc1ccccc1CNC(=O)c1ccc(SC)cc1OC
  A = nt; B = -1; C = -11; D = -51; E = 5; F = 4; G = -10; H = 1.5; I = -4
Cc1csc(NC(=O)c2c(O)c3c(n(CC(C)C)c2=O)CCCC3)n1
  A = 14; B = 4; C = -4; D = 51*; E = -3; F = -4; G = 8; H = 0.5; I = -11
COc1cc(OC)cc(C(=O)NCc2n[nH]c(=S)n2-c2ccccc2)c1
  A = 9; B = 1; C = 9; D = 17; E = 6; F = -1; G = 7; H = 0.8; I = 9
O=C(O)CN(Cc1ccco1)S(=O)(=O)c1ccccc1
  A = 3; B = -4; C = -5; D = -3; E = 3; F = 4; G = 4; H = 1; I = -4
COc1ccc(Cl)cc1NC(=O)CSc1nnc(COc2ccccc2)n1N
  A = 3; B = -5; C = -4; D = -58; E = 15; F = 4; G = -10; H = 1.6; I = -10
O=c1c2c3c(sc2nc2n1CCCCC2)CCCCC3
  A = nt; B = 2; C = -2; D = 26; E = 10; F = -6; G = 12; H = 0.7; I = -10
O=C(Nc1ccccc1C(=O)N1CCOCC1)c1ccc(F)cc1
  A = 7; B = 2; C = -16; D = -4; E = 6; F = -2; G = 2; H = 1; I = -14
O=C1CN(C(=O)COC(=O)c2ccccc2NCc2ccco2)c2ccccc2N1
  A = nt; B = 15; C = -8; D = 40; E = 9; F = -16; G = 0; H = 0.6; I = -1
CO/N=C(/CS(=O)Cc1ccccc1Cl)c1ccc(Cl)cc1Cl (stereo not drawn)
  A = nt; B = 4; C = -8; D = 1; E = 12; F = 2; G = 3; H = 1; I = 19
CCOC(=O)C1C(=O)NC(N2CCOCC2)=NC1c1ccco1 (stereo not drawn)
  A = 3; B = 8; C = -8; D = -20; E = 8; F = -8; G = 2; H = 1.2; I = -9

High-throughput results: PubChem, several laboratories
